esBAF inh: SWI/SNF esBAF complex inhibition | hit rate 2% among 350,000 | mouse ES cells, Bmi1-luciferase knock-in reporter, 24 h; 100% = twice the neutral-well signal | reporter increase, % at 12.5 µM; in the data active means activation above about 40%; inconclusive means no clear call, values can overlap the other calls;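 further: 0% = median of the plate's neutral control wells and 100% = double that signal; a rise in the Bmi1 reporter signal indicates esBAF inhibition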
ARNT-TACC3 inh: ARNT/TACC3 interaction disruption | AlphaScreen His-ARNT PAS-B/GST-TACC3 binding, luminescence; TACC3 fragment carries E629A point mutation | AID 623870 | inhibition, % at 9.99 µM | hit rate 0.66% among 390,000;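 active means mean inhibition of replicates at least 50% and at least half of replicates each reaching 50%; inconclusive means half or more replicates reach 50% but mean below 50%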;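 further: 0% = complete ARNT plus TACC3 wells and 100% = ARNT alone without TACC3; many hits fall short of the cut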
ERp5 block: blocks human ERp5 reductase activity on insulin | Q15084 | ERp5 insulin aggregation, absorbance 650 nm, 90 min | inhibition, % at 9.99 µM | hit rate 0.05% among 350,000;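 active means mean replicate inhibition above about 25%, with every replicate also reaching it, limit read from the data, passing the limit was not always enough; inconclusive means only one of those two criteria met; inactive means neither criterion met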
Target sequence (Q15084 whole entry, looked up): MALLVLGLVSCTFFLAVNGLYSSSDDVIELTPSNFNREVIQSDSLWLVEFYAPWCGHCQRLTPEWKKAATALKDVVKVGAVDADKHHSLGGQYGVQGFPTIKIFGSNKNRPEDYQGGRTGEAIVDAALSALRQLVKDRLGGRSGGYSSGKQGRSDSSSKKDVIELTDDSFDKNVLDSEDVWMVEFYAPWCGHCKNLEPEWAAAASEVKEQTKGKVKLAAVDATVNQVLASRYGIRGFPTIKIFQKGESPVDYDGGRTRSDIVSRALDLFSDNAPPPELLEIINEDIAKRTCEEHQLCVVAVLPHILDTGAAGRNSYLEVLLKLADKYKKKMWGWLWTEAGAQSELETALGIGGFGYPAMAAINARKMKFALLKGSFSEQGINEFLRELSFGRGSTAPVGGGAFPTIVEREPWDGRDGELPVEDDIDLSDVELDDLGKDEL
Cneo AK release: Cryptococcus neoformans lysis via adenylate kinase release. C. neoformans lysis, adenylate kinase release luminescence, 4 h; normalised: neutral wells 0, clomiphene wells 100. lysis activity, % at 15 µM. hit rate 0.2% among 360,000;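 active means mean lysis activity across replicates of at least 80%, whatever share of replicates individually reach that level; inactive means mean lysis activity below 80%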
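Schedule: static 4 h at 37 °C with compound, 1 h detection; system: C. neoformans cells; benchmarks: Clomiphene as positive control; buffer or medium: fresh YPD medium; measure: luminescence rise reflecting yeast cell lysis; measured by: luminescent adenylate kinase detection reagent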
miR-122 sensor: blocks miR-122 activity in Huh7 sensor cells; Huh7 miR-122 Renilla luciferase sensor, 48 h; neutral wells = 0, positive control = 100; activation (reporter increase), % at 12.5 µM; hit rate 0.3% among 340,000; AID 602342;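 active means mean replicate activation score at least 90 and every replicate individually at or above 90; inconclusive means only one of the two criteria met; inactive means neither criterion met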;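 further: higher luciferase means less miR-122 activity so hits act as miR-122 inhibitors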
Statin myotox sup: protects C2C12 myotubes from simvastatin toxicity. ATP luminescence, 48 h; scaled: DMSO 0, geranylgeraniol control 100. rescue of ATP level, % at 7.49 µM. hit rate 0.78% among 330,000;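 active means mean ATP rescue above about 67%, or every replicate alone reaching that limit, limit read from the data, passing the limit was not always enough; inconclusive means no clear call, values can overlap the other calls; inactive means mean under the limit and some replicate under it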;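 further: myotubes were challenged with 10 µM simvastatin during compound exposure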
SIRT5 block: blocks human SIRT5 desuccinylation of peptide; Purified SirT5, succinyl-peptide AMC, trypsin-coupled fluorescence; inhibition, % at 15 µM; hit rate 1.1% among 330,000; in the data active means inhibition above about 15%; inconclusive means no clear call, values can overlap the other calls
Target sequence (Q9NXA8 whole entry, looked up): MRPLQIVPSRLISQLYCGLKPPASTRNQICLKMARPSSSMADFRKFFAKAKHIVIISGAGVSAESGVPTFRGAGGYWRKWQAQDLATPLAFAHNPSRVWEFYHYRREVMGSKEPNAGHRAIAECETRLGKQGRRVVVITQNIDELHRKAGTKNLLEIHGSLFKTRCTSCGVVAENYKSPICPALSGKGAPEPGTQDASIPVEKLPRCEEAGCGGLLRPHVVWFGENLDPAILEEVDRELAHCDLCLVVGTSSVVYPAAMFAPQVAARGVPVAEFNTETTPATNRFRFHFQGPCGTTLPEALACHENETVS
An asterisk follows results filed as active; ? = inconclusive; . = no result given; [ ] = dose if it differs, or a comment.

SMILES	esBAF inh	ARNT-TACC3 inh	ERp5 block	Cneo AK release	miR-122 sensor	Statin myotox sup	SIRT5 block
O=C(N[C@@H]1CC[C@@H](CCn2cc(-c3ccccn3)nn2)O[C@H]1CO)c1cccnc1	2	71*	1	43	.	0	2
COc1ccc(NC(=O)N(C)C[C@H]2Oc3ccc(NC(=O)CCC(F)(F)F)cc3CC(=O)N([C@H](C)CO)C[C@H]2C)cc1	1	-9	14	9	-1[16.7 µM]	-7	-3
Cc1cccc(CN2CCN(C3CN(Cc4ccccc4)S(=O)(=O)C3)CC2)c1 (configuration not stated)	-7	.	-5	26	-4	2	-3
CS(=O)(=O)N1CCN(C2Cc3ccccc3C2)CC1	-5	-6	7	-2	-4	-9	.
CCOC(=O)C1CCCN(c2nc3ccccc3nc2C(C#N)C(=O)OC(C)C)C1 (configuration not stated)	.	-2	4	.	.	.	-1
COc1ccc(NC(=O)CN2C(=O)NC3(CCCC3)C2=O)cc1S(=O)(=O)N1CCCCC1	-3	-2	-11	0	-11	3	-2
CCCNC(=O)NS(=O)(=O)c1ccc(Cl)cc1	-2	0	9	-1	-4	0	-2
CC(=O)Nc1ccc(C(=O)N/C(=C\c2ccccc2)C(=O)Nc2cccc(C(=O)O)c2)cc1	1	-8	-2	0	1	6	3
C[C@H]1CN([C@@H](C)CO)S(=O)(=O)c2ccc(-c3cccc(C#N)c3)cc2O[C@H]1CN(C)C(=O)c1ccncc1	1	-11	-4	0	-3[16.7 µM]	3	-2
CCC(C)NC(=O)CSc1nc2c(sc3ccccc32)c(=O)n1CCCN1CCOCC1 (configuration not stated)	-13	4	-2	-3	-2	0	-1
Nc1ccn(Cc2ccccc2)n1	.	6	3	.	.	.	-3
CCOC(=O)C1CCN(C(=O)CCNC(=O)c2ccccc2OC)CC1	-2	1	-1	0	.	13	-1

A stretch taken from the entries so far, as a working copy:
SMILES	esBAF inh	ARNT-TACC3 inh	ERp5 block	Cneo AK release	miR-122 sensor	Statin myotox sup	SIRT5 block
Nc1ccn(Cc2ccccc2)n1	.	6	3	.	.	.	-3
CCOC(=O)C1CCN(C(=O)CCNC(=O)c2ccccc2OC)CC1	-2	1	-1	0	.	13	-1

Remaining list, next part:
SMILES	esBAF inh	ARNT-TACC3 inh	ERp5 block	Cneo AK release	miR-122 sensor	Statin myotox sup	SIRT5 block
COc1ccc(N2CCN(C3CCCN(Cc4cccc(C)c4)C3)CC2)cc1 (configuration not stated)	0	5	1	-1	7	5	-2
C[C@@H](NC(=O)C[C@@H]1CC[C@@H]2[C@H](COC[C@H](O)CN2C(=O)Nc2cccc(Cl)c2)O1)c1ccccc1	3	6	1	-5	-1[16.7 µM]	-15	7
COc1ccccc1NC(=O)c1ccc(N2CC3CC(C2)c2cccc(=O)n2C3)c(NC(=O)c2ccncc2)c1 (configuration not stated)	4	-3	-5	0	10	3	-1
COc1ccc(N(CC(=O)Nc2ccc3c(c2)OCO3)S(=O)(=O)c2ccccc2)cc1OC	-1	1	5	0	8	13	-3
CCN(CC)CCC(=O)N1c2ccccc2Sc2ccc(NC(=O)OC)cc21	-3	-5	4	-3	.	-8	7
COc1cccc(NC(=O)CN(C)S(=O)(=O)/C=C/c2ccccc2)c1	-3	2	10	-1	-1	5	3
CO[C@H]1CN(C)C(=O)c2ccc(NC(=O)C3CCCCC3)cc2OC[C@H](C)N(Cc2cccnc2)C[C@H]1C	13	0	-7	4	.	37	4
Cc1ccc(S(=O)(=O)Nc2cccc3c2O[C@@H](CN(C)C(=O)NC(C)C)[C@H](C)CN([C@H](C)CO)C3=O)cc1	-1	-7	2	-2	-4[16.7 µM]	28	-2
O=C1CN(C(=O)CSc2nnc(-c3ccccc3)n2Cc2ccc3c(c2)OCO3)c2ccccc2N1	5	9	.	1	15	59	.
Clc1ccccc1N1CCN(Cc2ccco2)CC1	33	-2	-5	-2	1	-9	5
O=C(Cn1cnc2ccccc21)N/N=C/c1cccc([N+](=O)[O-])c1	0	-1	8	-2	-10	0	-4
c1ccc(-n2ncc3c(NCCCN4CCOCC4)ncnc32)cc1	29	.	.	-1	3	-1	.

Three entries out of the list above, ordered by their value in ERp5 block, lowest first.
compound,esBAF inh,ARNT-TACC3 inh,ERp5 block,miR-122 sensor,SIRT5 block
CO[C@H]1CN(C)C(=O)c2ccc(NC(=O)C3CCCCC3)cc2OC[C@H](C)N(Cc2cccnc2)C[C@H]1C,13,0,-7,.,4
COc1ccc(N(CC(=O)Nc2ccc3c(c2)OCO3)S(=O)(=O)c2ccccc2)cc1OC,-1,1,5,8,-3
COc1cccc(NC(=O)CN(C)S(=O)(=O)/C=C/c2ccccc2)c1,-3,2,10,-1,3

(further entries)
SMILES	esBAF inh	ARNT-TACC3 inh	ERp5 block	Cneo AK release	miR-122 sensor	Statin myotox sup	SIRT5 block
CC1CCC(NC(=O)c2cc(S(=O)(=O)N3CCCCC3)ccc2N2CCOCC2)CC1 (configuration not stated)	7	-2	-1	3	5	1	5
O=C(O)c1ccc2c(=O)n3c(nc2c1)/C(=C/c1ccc(Cl)c([N+](=O)[O-])c1)CC3	1	6	9	1	-5	16	2
Cc1cc(C)n2nc(C(=O)Nc3ccc4c(c3)CCC4)nc2n1	56*	-7	3	3	8	-5	15*
Cc1cccc(NC(=O)CN2C(=O)COc3ccc(Cl)cc32)c1C	1	-3	2	1	-3	5	-4
CO/N=C/C=C1/N(C)c2ccccc2C1(C)C	.	-13	-4	-1	-3	.	-1
CN(C)CCCNc1oc(/C=C/c2ccccc2)nc1C#N	.	-10	0	.	.	.	-2
CCNC(=O)C[C@@H]1CC[C@H]2[C@H](COc3ccc(NS(=O)(=O)c4ccccc4C)cc3C(=O)N2C)O1	-1	-10	-1	-1	9[16.7 µM]	4	5
Cc1cc[n+](CC(=O)c2ccc3c(c2)OCCO3)cc1	.	-2	3	4	3	.	-2
O=C(CN1CCC(n2nnc3cc(F)ccc32)CC1)NNC(=O)c1ccccc1	-5	-29	1	-1	-1	-3	-13
COc1ccc([C@H]2[C@H]3C=CC[C@@H](C)[C@@H]3C(=O)N2Cc2ccccc2)cc1Cl	-88	4	0	-6	7	30	-3
COC(=O)CCN(C(=O)c1ccc(C)c([N+](=O)[O-])c1)c1ccccn1	.	-4	-3	.	.	.	-6
O=C(CSc1nnc2ccccn12)NNC(=O)c1ccc(Br)cc1	-9	-1	-2	0	-6	2	-2
COCCOC(=O)N1C(=O)[C@@]2(c3cc(C#CCC(C(=O)OC)C(=O)OC)ccc31)[C@H](C(=O)N1CCc3cc(OC)c(OC)cc3C1)[C@H]1C(=O)O[C@H](c3ccccc3)[C@H](c3ccccc3)N1[C@@H]2c1ccc(O)cc1	.	-1	-1	14	.	.	-6
O=C(CCCN1C(=O)c2ccccc2C1=O)NC1CCCCCC1	-6	-3	.	-2	-5	-24	.
CCCOc1ccccc1N/C(=N\S(=O)(=O)c1ccc(C)cc1)Nc1nc(C)cc(C)n1	-4	-8	.	-2	1	-14	.
CC(C)C1Cc2[nH]c(=S)[nH]c(=O)c2C(c2ccc(Cl)cc2)O1 (configuration not stated)	1	.	5	0	-2	6	-3
CCc1ccc([C@H]2[C@@H]3C(=O)C[C@@H]4C(=O)N(CC)C(=O)[C@@H]4[C@@H]3CN2S(=O)(=O)c2ccc(C)cc2)cc1	-2	.	-4	1	-3	1	1
O=C(N[C@@H]1CC[C@H](CCn2cc(-c3ccc(F)cc3)nn2)O[C@H]1CO)c1cnccn1	-6	-4	4	-2	.	2	0
COc1cc(OC)cc(C(=O)NCCNc2nc3cc(C)cc(C)c3cc2C#N)c1	-1	-4	4	0	1	-9	-4
Cc1cnc(C(=O)N2CCN(c3ccc(C(F)(F)F)cn3)CC2)cn1	-3	-22	-3	1	1	-4	-2
Fc1ccccc1Cc1noc(CN2CCCC(CN3CCOCC3)C2)n1 (configuration not stated)	7	5	2	-2	-6	-12	22*
CCc1c(C)nc2cc(-c3ccc(Cl)cc3)[nH]n2c1=O	56*	8	-9	-2	2	4	-1
Clc1ccc(OCCCn2cncn2)cc1Cl	2	-5	-4	-2	2	14	-4
O=C(CCc1ccccc1)Nc1cc2c3c(c1)CCC(=O)N3CCC2	.	4	-1	1	.	.	-6

Part of the list above, set out differently:
Each structure is followed by: esBAF inh	ARNT-TACC3 inh	ERp5 block	Cneo AK release	miR-122 sensor	Statin myotox sup	SIRT5 block
> COCCOC(=O)N1C(=O)[C@@]2(c3cc(C#CCC(C(=O)OC)C(=O)OC)ccc31)[C@H](C(=O)N1CCc3cc(OC)c(OC)cc3C1)[C@H]1C(=O)O[C@H](c3ccccc3)[C@H](c3ccccc3)N1[C@@H]2c1ccc(O)cc1
    .	-1	-1	14	.	.	-6
> O=C(CN1CCC(n2nnc3cc(F)ccc32)CC1)NNC(=O)c1ccccc1
    -5	-29	1	-1	-1	-3	-13

The results go on:
SMILES	esBAF inh	ARNT-TACC3 inh	ERp5 block	Cneo AK release	miR-122 sensor	Statin myotox sup	SIRT5 block
COc1ccc(NC(=O)Nc2cccc3c2O[C@@H](CN(C)C(=O)Nc2c(C)noc2C)[C@H](C)CN([C@@H](C)CO)C3=O)cc1	0	-2	8	-1	1[16.7 µM]	-11	0
Cc1cccc(CSC2=NCCN2C(=O)c2ccco2)c1	-1	-5	-3	3	0	3	.
C[C@H](CO)N1C[C@H](C)[C@H](CN(C)S(C)(=O)=O)OCCCC[C@H](C)Oc2ccc(NC(=O)c3ccccc3)cc2C1=O	2	-13	1	1	1[16.7 µM]	-23	-1
CCOC(=O)c1ccccc1NC(=O)COC(=O)C(CC(C)C)NC(N)=O (configuration not stated)	.	-7	2	.	.	.	4
CCCC(C)NC(=O)Cc1ccc(Br)cc1 (configuration not stated)	.	-9	3	.	.	.	2
Cc1nc(CN2CCCCC2)cc(=O)[nH]1	-10	-6	8	1	-6	-1	-7
C[C@H]1CN([C@@H](C)CO)C(=O)c2cc(C#CC3(O)CCCC3)cnc2O[C@@H]1CN(C)S(=O)(=O)c1ccccc1	1	-4	-5	0	5[16.7 µM]	11	-2
O=C(N/N=C/c1cccc(NC(=O)c2ccc(Cl)cc2)c1)c1ccc(O)cc1	?	-3	5	.	7	-25	1
C[C@H]1CN([C@@H](C)CO)C(=O)c2c(c3ccccc3n2C)-c2ccccc2CO[C@H]1CN(C)C(=O)CCC(F)(F)F	-1	-12	-3	-3	.	-7	0
N#Cc1ccc(COC(=O)Cn2nnc(-c3ccccc3)n2)cc1	-1	-17	.	3	-5	12	.
COc1ccc(CN(C)C(=O)Cn2cc(C)c(=O)[nH]c2=O)cc1OC	0	-1	7	-11	-5	-2	1
O=C(NCc1ccccc1)C1CCN(S(=O)(=O)c2ccc(Cl)cc2)CC1	-4	-5	0	-6	-9	5	-2

Continued; the last 4 above are carried over.
SMILES	esBAF inh	ARNT-TACC3 inh	ERp5 block	Cneo AK release	miR-122 sensor	Statin myotox sup	SIRT5 block
C[C@H]1CN([C@@H](C)CO)C(=O)c2c(c3ccccc3n2C)-c2ccccc2CO[C@H]1CN(C)C(=O)CCC(F)(F)F	-1	-12	-3	-3	.	-7	0
N#Cc1ccc(COC(=O)Cn2nnc(-c3ccccc3)n2)cc1	-1	-17	.	3	-5	12	.
COc1ccc(CN(C)C(=O)Cn2cc(C)c(=O)[nH]c2=O)cc1OC	0	-1	7	-11	-5	-2	1
O=C(NCc1ccccc1)C1CCN(S(=O)(=O)c2ccc(Cl)cc2)CC1	-4	-5	0	-6	-9	5	-2
COc1ccc(S(=O)(=O)Nc2ccccc2C(=O)N2CCCC2)cc1C	5	-6	2	.	14	15	0
COc1ccc(OC(C)C(=O)N(C)Cc2nc(-c3cccc(C)c3)no2)cc1 (configuration not stated)	5	-6	8	-2	-1	2	0
CCC(C)N(CCNC(=O)c1ccc(NC2=NC3CS(=O)(=O)CC3S2)cc1)Cc1ccco1 (configuration not stated)	-4	-4	4	-1	-3	-3	1
Cc1oc(C(C)(C)C)cc1C(=O)NC1CCN(Cc2ccccc2)CC1	-6	3	6	-1	-4	-23	-1

High-throughput results from PubChem.
